# Bioassay records as filed in PubChem.
# miR122 inh: inhibitors of miR-122 in Huh7 cells; Huh7 miR-122 Renilla luciferase sensor, 48 h; neutral wells = 0, positive control = 100; activation (reporter increase), % at 12.5 µM; 340,000 compounds, 0.3% hits; AID 602342;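 active = mean replicate activation score at least 90 and every replicate individually at or above 90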;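 note: higher luciferase means less miR-122 activity so hits act as miR-122 inhibitors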
# Cneo AK release: Cryptococcus neoformans lysis via adenylate kinase release; C. neoformans lysis, adenylate kinase release luminescence, 4 h; normalised: neutral wells 0, clomiphene wells 100; lysis activity, % at 15 µM; 360,000 compounds, 0.2% hits;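 active = mean lysis activity across replicates of at least 80%, whatever share of replicates individually reach that level; inactive = mean lysis activity below 80%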
#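 Assay system: C. neoformans cells. Amount: yeast cell density of 5 × 10^6 cells/mL. Technique: AK luminescence. Buffer or medium: YPD. Times: static 4 h at 37 °C with compound, 1 h detection. Dosing: single-point compound dose. Read-out: lysis from increased AK signal.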
# PglD DTNB: inhibitors of Campylobacter jejuni PglD acetyltransferase; purified PglD enzyme, DTNB colorimetric CoA detection; inhibition, % at 12.5 µM; 360,000 compounds, 0.098% hits; in the data active = inhibition above about 16%, passing the limit was not always enough; note: strong numbers were not always called active
# GSIS activator: primary screen for activators of insulin secretion dependent on glucose, INS-1E cells, GLuc reporter luminescence; INS-1E GLuc reporter insulin secretion, 2-3 h; AID 743287; activation, % at 16.6 µM; 370,000 compounds, 0.61% hits;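 active = lowest replicate activation of at least 40%, so every replicate reaches that level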;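 note: 0% = median of neutral control wells and 100% = median of IBMX positive control wells; some compounds called inactive have numbers as strong as hits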
# Statin myotox sup: suppressors of simvastatin-induced myotoxicity in C2C12 myotubes. ATP luminescence, 48 h; scaled: DMSO 0, geranylgeraniol control 100. rescue of ATP level, % at 7.49 µM. 330,000 compounds, 0.78% hits;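 active = mean ATP rescue above about 67%, or every replicate alone reaching that limit, limit read from the data, passing the limit was not always enough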;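 note: myotubes were challenged with 10 µM simvastatin during compound exposure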
# FN deposit inh: fibronectin deposition inhibition. inhibition, % at 12.6 µM. 350,000 compounds, 0.086% hits. AH1F fibroblasts, Alexa488-fibronectin deposition fluorescence, overnight. AID 743247;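 active = mean inhibition across replicates of 30% or more, regardless of how many single replicates reach that level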;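 note: positive control wells lacked labelled fibronectin entirely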
#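 Material: AH1F fibroblast monolayer depositing Alexa488-labelled fibronectin into matrix / Amount: 10000 AH1F cells per well / Signal: fluorescence 485/525 nm / Medium: DMEM, 2% serum / Compound: single dose, pinned / Incubation: 1 h cell adhesion before compound, then overnight fibronectin incubation / Reagent: Alexa488-FN, 24 nM final / Read-out: inhibition of fibronectin deposition signal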
# PGC1a acetyl inh: lowers PGC1a acetylation signal in U2OS cells; inhibition, % at 15.6 µM; AlphaScreen anti-acetyl-lysine; with virally co-expressed GCN5 acetyltransferase; 350,000 compounds, 0.17% hits;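 active = every replicate shows inhibition of at least 40%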;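 note: 0% = neutral control wells and 100% = positive control wells; some results beyond the cut were filed as inactive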
# CFTR F508del cor: correctors of CFTR F508del function in bronchial epithelial cells; 350,000 compounds, 0.36% hits; CFBE cells, YFP halide quenching; stimulated with forskolin plus potentiator P3; % fluorescence drop versus neutral controls; activity (quench increase), % at 7.58 µM;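 active = mean added fluorescence quench of at least 8% versus neutral control, with both replicates also reaching 8%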;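 note: cells transiently co-express mutant CFTR-F508del with the halide-sensitive YFP; corrector assay measuring rescue of mutant channel to the surface after 24 h compound exposure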
# * hit, by the source's call; x = not tested or not shown; [ ] = another dose, or the depositor's remark.
SMILES,miR122 inh,Cneo AK release,PglD DTNB,GSIS activator,Statin myotox sup,FN deposit inh,PGC1a acetyl inh,CFTR F508del cor
Nc1nc(NC(=O)c2cccc(S(=O)(=O)N3CCCCCC3)c2)nc(-c2ccccc2)n1,1,-1,4,x,-3,x,-9,x
COc1ccc(N2CCN(C3CCCN(Cc4ccc(F)c(F)c4)C3)CC2)cc1 (stereo unspecified),4,-3,-7,x,12,1,4,2.7
CCCCNC(=S)Nc1ccc(F)cc1,x,x,x,3,29,4,1,-2.3
Cc1ccc([C@@H]2C[C@H]3[C@@H](CN2S(=O)(=O)c2ccc(Cl)cc2)C(=O)C[C@@H](c2cccc4ccccc24)N3S(=O)(=O)c2ccc(C)cc2)cc1,-1,-1,1,9,16,-4,0,-6.8
O=C(CSc1nc(NS(=O)(=O)c2ccccc2)cc(=O)[nH]1)Nc1cccc(C(F)(F)F)c1,-2,1,1,-4,7,-10,3,-0.7
CCN(CC)S(=O)(=O)c1cccc(C(=O)NCC2CCCO2)c1 (stereo unspecified),5,2,-3,18,-4,x,7,x
CC(C)(C)OC(=O)NCCCCCNC(=O)c1nc[nH]c1C(=O)NCc1ccc(CNC(=O)OC(C)(C)C)cc1,-2,0,8,x,-53,-8,x,-1.7
Cc1cccc(S(=O)(=O)NC(=O)C2(C)CCN2C(=O)c2ccccc2CCc2ccccc2)c1 (stereo unspecified),-8,0,-4,x,-2,-1,-1,3.5
COc1ccc(CN2C(=O)c3cccnc3C2O)cc1 (stereo unspecified),-7,-1,3,x,-14,-9,3,x
CCN(CC)S(=O)(=O)c1ccc(OC)c(NC(=O)C2CC(=O)N(c3ccc4c(c3)OCCO4)C2)c1 (stereo unspecified),0,-6,-2,-14,5,-3,0,0.1
COc1ccc(CCC(=O)N2CCN(C(=O)c3ccccc3)CC2)cc1,-8,0,1,-1,0,1,1,-1.1
Cc1cc(C)nc(SCC(=O)N/N=C/c2ccc3c(c2)OCO3)n1,-5,0,-2,-7,x,7,3,3.3
CCn1c(=O)n(CC)c2cc(S(=O)(=O)N3CCc4ccccc43)ccc21,-2,0,2,x,11,x,-4,x
O=C(Nc1cccc(-n2cccn2)c1)C1CCCN(Cc2ccc(C#CCCO)cc2)C1 (stereo unspecified),x,0,-3,-7,x,3,x,-2.4
CCCCN(CC)C(=O)Cn1nc(Cc2ccncc2)c2ccccc2c1=O,-8,1,3,9,1,19,4,1.9
Cc1ccc(-c2nn(-c3ccccc3)cc2C2CC(c3cccs3)=NN2C(=O)CCCC(=O)O)cc1 (stereo unspecified),-5,-1,6,x,14,1,1,x
O=C(N/N=C/c1ccc(N2CCOCC2)s1)c1ccc(O)cc1,-3,2,3,4,0,x,1,0.7
CC(NC(=O)COC(=O)c1ccc(N2CCCC2=O)cc1)c1ccc(F)cc1 (stereo unspecified),-1,5,-6,1,36,4,-5,-1.7
O=C(Nc1ccc(OC(F)(F)F)cc1)N1CCN(c2ccnc3cc(Cl)ccc23)CC1,14,x,x,-46,2,12,-5,4.1
CCN(CC)C(=O)C1=C(C)N(Cc2ccc(C(C)(C)C)cc2)C(=O)C(CC(=O)NCCCCc2ccccc2)C1 (stereo unspecified),-9,1,6,-10,-16,8,9,5.7

# 4 compounds already listed, sorted by the value under miR122 inh, low to high.
compound	miR122 inh
COc1ccc(CCC(=O)N2CCN(C(=O)c3ccccc3)CC2)cc1	-8
Cc1ccc([C@@H]2C[C@H]3[C@@H](CN2S(=O)(=O)c2ccc(Cl)cc2)C(=O)C[C@@H](c2cccc4ccccc24)N3S(=O)(=O)c2ccc(C)cc2)cc1	-1
CCN(CC)S(=O)(=O)c1ccc(OC)c(NC(=O)C2CC(=O)N(c3ccc4c(c3)OCCO4)C2)c1 (stereo unspecified)	0
Nc1nc(NC(=O)c2cccc(S(=O)(=O)N3CCCCCC3)c2)nc(-c2ccccc2)n1	1

# (next part)
SMILES,miR122 inh,Cneo AK release,PglD DTNB,GSIS activator,Statin myotox sup,FN deposit inh,PGC1a acetyl inh,CFTR F508del cor
CC(C)(C)OC(=O)C[C@@H]1C/C=C\C[C@@H](CC(=O)N(CCO)Cc2ccccc2)C(=O)N[C@H](C(C)(C)C)COC1=O,-11,6,-4,-14,-3,7,x,0.5
COC(=O)C1(C)NC(c2cccc(C)c2)C2C(=O)N(c3ccccc3)C(=O)C21 (stereo unspecified),1,-1,-3,17,6,3,3,-1.8
O=C(NCc1ccc(F)cc1)[C@@H]1[C@@H](CO)[C@@H]2Cn3c(cccc3=O)[C@H]1N2Cc1cccnc1,2[16.7 µM],-2,0,8,-16,x,x,-0.5
COc1ccc(S(=O)(=O)N2CCOC2CNC(=O)C(=O)NCCCn2ccnc2)cc1OC (stereo unspecified),2,-1,3,3,5,3,-5,0.6
O=S(=O)(Cc1ccc(Cl)cc1)c1ncc(CO)n1Cc1ccccc1,5,0,1,4,3,7,6,-6.4
CCn1c(SCC(=O)NC2CCCCC2)nnc1C(C)NC(=O)c1ccccc1F (stereo unspecified),-2,1,-2,-1,3,2,x,-2.2
CCN(CC(=O)NCc1cccs1)C(=O)c1ccc(S(=O)(=O)Nc2ccccc2OC)cc1,-12,-1,4,-15,4,4,x,0.3
Cc1ncc([N+](=O)[O-])n1CCN1C(=O)c2ccccc2C1=O,1,4,-2,7,4,-6,-1,-0.3
CCCN(C)C[C@H]1OCCCC[C@@H](C)Oc2ccc(NS(=O)(=O)c3ccc(Cl)cc3)cc2C(=O)N([C@@H](C)CO)C[C@H]1C,-2[16.7 µM],x,x,1,22,7,-63,-0.3
CO[C@@H]1CN(C)C(=O)c2cc(NS(=O)(=O)c3ccccc3F)ccc2OC[C@@H](C)N(S(C)(=O)=O)C[C@H]1C,x,-2,-1,1,7,4,-8,-0.9
CCn1nc(C)cc1C(=O)Sc1ccc(C)cc1,x,x,x,x,11,-8,7,0.1
CC1=C(C(N)=O)C(c2ccccc2F)n2nc(CCCO)nc2N1 (stereo unspecified),7,-1,2,x,-7,x,-2,x
CCC(=O)N1CCCCN2[C@@H](CO)[C@@H](c3ccc(C#Cc4ccccc4)cc3)[C@@H]2C1,2[16.7 µM],1,3,-16,x,x,-21,1.0
COc1ccccc1NC(=O)C1CCN(C(=O)C2CC(=O)N(c3ccc(C)cc3)C2)CC1 (stereo unspecified),-3,1,-1,0,-3,-4,x,0.1
O=C(C[C@@H]1C=C[C@@H](NC(=O)CN2CCOCC2)[C@@H](CO)O1)NCCc1ccncc1,x,x,x,2,x,-13,0,2.3
COc1cccc(-c2cc(C(=O)NC3CCCC3)no2)c1,-8,x,x,4,x,-5,-1,x
CCCC(C(=O)NCC1CCCO1)N(Cc1ccccc1)C(=O)CNS(=O)(=O)c1ccccc1 (stereo unspecified),-1,-1,4,-3,-2,-5,7,-0.9
Cc1ccc(S(=O)(=O)Nc2ccc3c(c2)CC(=O)N([C@@H](C)CO)C[C@@H](C)[C@@H](CN(C)C(=O)NC(C)C)O3)cc1,14[16.7 µM],-1,8,3,4,x,-3,-1.3
O=C(c1ccc(CNS(=O)(=O)c2ccc(Br)cc2)cc1)N1CCCC1,x,x,x,-7,x,-5,19,-0.9
O=C(C1CCCC1)N1[C@@H](CO)[C@@H]2c3ccccc3N(S(=O)(=O)c3ccccc3)C[C@@H]21,20[16.7 µM],-3,-1,11,-9,18,-17,3.9
NS(=O)(=O)c1cccc(NC(=O)CCN2C(=O)C3CCCCC3C2=O)c1 (stereo unspecified),1,1,-1,7,9,33*,12,0.1
CCc1ccccc1NC(=O)c1cccs1,4,1,-5,x,-10,-16,x,x
N#Cc1c(NC(=O)CN2CCN(C(=O)c3ccco3)CC2)sc2c1CCCCC2,x,0,1,-18,-1,-16,-3,x
CCOC(=O)C(CCSC)NC(=O)CN (stereo unspecified),0,-2,-3,5,5,5,9,x
Cc1ccc(-n2c(-c3ccc(Cl)cc3)n[nH]c2=S)c(C)c1,-1,-1,6,3,3,-3,-1,-2.6
Cc1ccc(NC(=O)COc2ccccc2C(=O)NCCc2ccccc2)cc1,12,8,3,x,0,-8,-22,x
O=S(=O)(NCCc1ccccn1)c1cc(Cl)cc(Cl)c1O,-5,6,1,44,14,2,-1,3.4
COC(=O)C1=C(C)N(CCc2c[nH]c3ccccc23)C(=O)C1,-22,0,3,0,-4,0,x,1.5
CCNC(=O)[C@H]1[C@H](CO)[C@H]2Cn3c(ccc(-c4ccc(F)cc4)c3=O)[C@@H]1N2Cc1ccccc1F,-8[16.7 µM],-2,-4,-21,-1,x,6,4.5
C=CCn1c(SCc2c(C)noc2C)nc2sc3c(c2c1=O)CCC(C)C3 (stereo unspecified),13,-1,4,x,x,x,-3,x
O=C(Nc1ccc(C(=O)N2CCCC2)cc1)C1CCCCC1,-2,1,5,-8,-1,0,0,-5.3
CCN(CC)c1ccc(NC(=O)Cn2c(C(C)NC(=O)c3ccc(C)cc3)nc3ccccc32)cc1 (stereo unspecified),-5,1,-3,-4,-8,x,-2,-1.9
Cc1ccc(C)c(OCCCC(C)(C)C(=O)O)c1,7,-1,2,x,3,-1,x,-2.2
COCc1cn(CC[C@@H]2CC[C@H](NC(=O)Nc3ccccc3)[C@H](CO)O2)nn1,x,46,11,3,-7,x,-1,-0.6
Cc1ccc(-n2c(SCc3cc(=O)n4ccsc4n3)nnc2-c2cccnc2)c(C)c1,2,-2,8,23,-5,x,16,-3.9
COc1ccc(OCCCC(=O)Nc2ccc(S(=O)(=O)N3CCOCC3)cc2)cc1,6,-1,0,x,2,-8,-6,1.3
CSCc1ccc(C(=O)N2CCC(N3CCC(C(=O)NC(C)C)CC3)CC2)o1,3,2,-1,0,12,9,6,1.5
CN1c2ccc(C#Cc3cccnc3)cc2[C@@H]2[C@@H](CCN2C(=O)CN2CCOCC2)[C@H]1CO,-8[16.7 µM],-20,2,12,17,14,11,0.7
COc1ccc(S(=O)(=O)N(C)C[C@@H]2Oc3c(NC(=O)C4CCCCC4)cccc3C(=O)N([C@H](C)CO)C[C@@H]2C)cc1,2[16.7 µM],1,-1,1,4,x,2,0.1
Cc1ccc2cc3c(N)c4c(C)ccc(C)c4nc3nc2c1,8,x,x,6,4,-8,-4,3.2

# Two entries drawn at random from those above:
SMILES,miR122 inh,Cneo AK release,PglD DTNB,GSIS activator,Statin myotox sup,FN deposit inh,PGC1a acetyl inh,CFTR F508del cor
O=S(=O)(NCCc1ccccn1)c1cc(Cl)cc(Cl)c1O,-5,6,1,44,14,2,-1,3.4
O=C(N/N=C/c1ccc(N2CCOCC2)s1)c1ccc(O)cc1,-3,2,3,4,0,x,1,0.7

# Remaining list, next part.
SMILES,miR122 inh,Cneo AK release,PglD DTNB,GSIS activator,Statin myotox sup,FN deposit inh,PGC1a acetyl inh,CFTR F508del cor
CC(C)CNC(=O)NC(=O)COc1c(F)c(F)cc(F)c1F,-3,3,5,-5,-2,x,-1,x
Nc1ccc(-c2ccc(N)c(C(=O)O)c2)cc1C(=O)O,5,0,-2,18,4,4,0,0.1
O=C(NCCCN1CCOCC1)c1ccc2ccccc2c1,-2,x,x,21,-11,5,x,0.9
CC=Cc1ccc2n(c1=O)C[C@H]1[C@H](CO)[C@@H](C(=O)N[C@@H](C)c3ccccc3)[C@@H]2N1Cc1ccncc1 (mixture of isomers),-1[16.7 µM],1,2,0,-4,x,x,1.0
CN(C)S(=O)(=O)c1cccc(C(=O)N=C2N=C3C=CC(Cl)=CN3Cc3ccccc32)c1,18,-17,-1,0,x,0,-2,1.0

# No enrichment for hits; overall some 2.1% were active at least once.
